# From PubChem BioAssay
# Thrombin inh – blocks human thrombin protease activity. inhibition, % at 5 µM. hit rate 0.26% among 220,000. alpha-thrombin, Boc-VPR-AMC fluorogenic substrate cleavage. P00734;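 active = inhibition at or above 40%; inactive = inhibition below 40%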;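 also: 0% = enzyme with no compound and 100% = wells without enzyme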
#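 System: human alpha-thrombin protein; Compound dosing: one concentration per compound, 5 µM, with 0.2% DMSO; Timing: reaction at room temperature; Technique: AMC fluorescence, 355/460 nm; Controls: enzyme without compound as high, wells lacking enzyme as low.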
# Furin inh – blocks human furin protease activity; inhibition, % at 30 µM; purified furin, fluorogenic substrate cleavage; hit rate 0.061% among 220,000; P09958; in the data active = inhibition above about 25%; also: inactives centre near -15
# Wee1 degr inh – human Wee1 degradation inhibition, primary screen; P30291; HeLa Luc-Wee1K328M stability, luciferase luminescence; 100% = proteasome inhibitor MG132 effect; reporter increase, % at 5 µM; hit rate 1.2% among 220,000;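 active = activation above the mean of all tested compounds plus 3 SD, set per screening run, cut at about 8.8% in these data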;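 also: cells exposed to compound for 20 h before luminescence read; 0% = DMSO alone and 100% = MG132 at 30 µM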
# Target sequence (P30291 whole entry K328M): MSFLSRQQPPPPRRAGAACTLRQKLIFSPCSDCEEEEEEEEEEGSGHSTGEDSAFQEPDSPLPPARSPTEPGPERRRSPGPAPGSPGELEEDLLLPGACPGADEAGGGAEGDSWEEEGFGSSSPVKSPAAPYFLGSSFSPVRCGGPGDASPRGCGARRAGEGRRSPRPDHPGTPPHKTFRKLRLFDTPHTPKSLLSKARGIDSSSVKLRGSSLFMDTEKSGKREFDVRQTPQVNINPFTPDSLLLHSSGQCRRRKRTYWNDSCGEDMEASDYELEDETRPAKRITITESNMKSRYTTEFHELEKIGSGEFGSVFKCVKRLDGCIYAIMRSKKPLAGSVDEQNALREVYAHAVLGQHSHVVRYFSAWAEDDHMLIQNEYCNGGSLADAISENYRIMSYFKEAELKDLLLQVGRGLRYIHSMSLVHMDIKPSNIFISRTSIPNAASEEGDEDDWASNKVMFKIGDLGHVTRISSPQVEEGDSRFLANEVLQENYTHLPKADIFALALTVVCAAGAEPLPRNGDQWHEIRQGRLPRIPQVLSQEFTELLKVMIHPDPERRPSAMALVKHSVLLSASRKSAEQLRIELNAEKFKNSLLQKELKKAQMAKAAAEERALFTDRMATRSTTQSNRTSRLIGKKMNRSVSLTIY
# KLK5 inh – blocks human kallikrein 5 protease activity | Q9Y337 | AID 873 | recombinant hK5, fluorogenic AMC substrate cleavage | hit rate 0.59% among 210,000 | inhibition, % at 5 µM;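 active = inhibition of 40% or more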;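 also: 0% = enzyme controls without compound and 100% = no-enzyme blanks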
# Target sequence (Q9Y337 67-293 limits assumed): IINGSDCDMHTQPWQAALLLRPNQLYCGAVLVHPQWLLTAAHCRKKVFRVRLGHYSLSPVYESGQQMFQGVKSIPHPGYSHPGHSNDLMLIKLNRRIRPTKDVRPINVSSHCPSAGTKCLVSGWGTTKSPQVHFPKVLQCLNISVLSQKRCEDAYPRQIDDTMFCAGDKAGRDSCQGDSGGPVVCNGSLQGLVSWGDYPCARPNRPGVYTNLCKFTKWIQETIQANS
# p97 ATPase inh – human p97 ATPase inhibition; hit rate 0.42% among 220,000; P55072; inhibition, % at 8 µM; recombinant p97 ATPase, Kinase-Glo ATP luminescence, 3 h; in the data active = inhibition above about 15%;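 also: 0% = DMSO vehicle and 100% = wells lacking enzyme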
# PERK inh – blocks human PERK kinase. Q9NZJ5. CHO PERK-DD fusion, SEAP luminescence translation reporter. inhibition, % at 5.6 µM. hit rate 0.17% among 220,000. AID 1416;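 active = inhibition above the mean inhibition of all tested compounds plus 3 SD, set separately per screening campaign, cut at about 2.9% in these data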;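 also: PERK kinase domain activated by AP20187 dimerizer at 100 nM; 0% = DMSO with dimerizer and 100% = rapamycin at 8.4 µM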
# Cl transport mod – KCC2 (human) Cl- transport modulation. Q9H2X9. KCC2 cells, thallium flux FluoZin-2 fluorescence. B-score of Tl+ flux slope (higher = more flux/activation; lower = inhibition) at 10 µM. hit rate 2.2% among 190,000. AID 1456;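 active = thallium flux slope and its plate-corrected score both differing from the plate sample mean at a set confidence after two filtering rounds, in either direction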;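 also: slope of fluorescence scaled to starting intensity during 10 to 20 s after thallium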
# FXIIa inh 1536 – factor XIIa (human) inhibition; P00748; purified FXIIa, Boc-QGR-AMC fluorogenic substrate, 2 h; inhibition, % at 5 µM; hit rate 0.3% among 220,000; in the data active = inhibition above about 40%;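 also: 0% = enzyme with no compound and 100% = blank without enzyme; many of its hits are not listed in these tables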
# FXIa inh 1536 – inhibitors of human coagulation factor XIa | P03951 | purified FXIa, Boc-Glu-Ala-Arg-AMC fluorogenic substrate | inhibition, % at 5 µM | hit rate 0.14% among 220,000;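 active = inhibition of at least 40%; inactive = inhibition below 40%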;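 also: fluorescence of freed AMC excited at 355 nm; 0% = enzyme without compound and 100% = no enzyme blank; many of its hits are not listed in these tables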
# Numbers without * were called inactive; · = no result given; [ ] = another dose, or the depositor's remark.
KLK5 inh,FXIIa inh 1536,Furin inh,Thrombin inh,FXIa inh 1536,Wee1 degr inh,PERK inh,p97 ATPase inh,Cl transport mod,compound
-4,4,-9,-7,-4,2,0.1,2,-0.5,O=c1[nH]c(C2C3CC4CC(C3)CC2C4)nc2ccccc12 (centres undefined)
7,4,-25,-3,-2,1,0.9,-2,0.63,Cc1ccc(CN2CCN(Cc3cccn3-c3ccc(Cl)cn3)CC2CCO)o1 (centres undefined)
-12,2,-28,-4,-10,-3,1.0,3,0.85,O=C(Nc1cccc(-n2cnnn2)c1)c1ccco1
-3,8,-8,-3,1,2,0.9,-4,-0.063,CCCc1[nH]nc2c1C(c1ccc(Br)s1)C(C#N)=C(N)O2 (centres undefined)
5,1,-11[20 µM],-5,-8,0,0.9,-2,0.91,COCCNCC#CCOc1ccc(OC)cc1
-2,11,-10,-1,15,-2,0.1,-3,·,O=C(N/N=C/c1ccc(Cl)cc1Cl)Nc1ccccc1
1,9,-20,3,-6,2,0.8,1,0.028,CC(C)n1cc(/C(N)=N/O)c(=O)n(Cc2ccccc2)c1=O
11,-4,-18,-2,5,0,2.0,3,1.8,COc1nc(-c2ccc(Cl)cc2)ccc1-c1noc(-c2cccs2)n1
-12,30,-20[20 µM],3,21,3,1.2,5,0.045,CS(=O)(=O)CCC(C(=O)N1CCOCC1)N1C(=O)c2cc(Cl)c(Cl)cc2C1=O (centres undefined)
-2,11,-10,1,13,5,0.6,6,0.24,CNc1cc([N+](=O)[O-])ccc1N/C=C/C(=O)c1ccc2c(c1)OCO2
-17,4,-17,3,2,3,0.4,4,-1.7,CCCC1C(C#N)=C(N)Oc2n[nH]c(C(C)(C)C)c21 (centres undefined)
-7,5,-14,0,-2,-2,-0.7,-2,0.17,O=C(OCc1nnc(-c2ccccc2)o1)c1cccnc1Cl
-6,9,-16,-2,18,0,1.2,9,-0.75,CC1=CC(=Nc2c(C)n(C)n(-c3ccccc3)c2=O)C=C(C)C1=O
-2,5,-16,·,1,1,0.5,7,-0.17,Cc1ccc(NC(=O)CC2NCCNC2=O)cc1Cl (centres undefined)
1,6,-2,-4,-2,-4,1.1,3,0.94,O=C1c2ccccc2C(=O)N1CCc1nc(-c2ccccn2)no1
-6,18,-15,0,9,7,-0.3,5,-3,O=C(O)Cc1sc(N/N=C\c2ccccc2)nc1-c1ccccc1
-5,5,-28,-2,-8,1,1.5,4,0.23,CC1(C)C(CC2OCC(CN3CCCCC3)O2)[C@H]2CC[C@@H]1C2 (some centres undefined)
-4,8,-14,0,0,-1,1.0,-2,1.5,Cc1cccc(N2CCN(c3nc4ccc(Cl)cc4n4cnnc34)CC2)c1C
2,11,-20,-1,0,-1,1.0,-1,-1.7,O=S(=O)(Nc1cccc(S(=O)(=O)N2CCOCC2)c1)c1ccc2c(c1)OCCO2
-1,3,-19,-6,0,0,0.2,3,0.06,C/C(=N\Nc1cc(-c2ccccc2)nc(-c2ccccc2)n1)c1ccc(O)c(C)c1
0,9,-13,1,5,4,0.6,6,0.013,COC(=O)c1cc(=O)n(Cc2ccco2)c(=Nc2ccc(F)cc2)s1
-2,11,-5,-2,5,-2,0.5,0,-0.032,Cc1cccc(N(Cc2cc3ccccc3[nH]c2=O)S(=O)(=O)c2ccccc2)c1
7,13,-27[20 µM],1,1,1,-0.2,3,·,COC(=O)CC1=C(C(=O)OC)C(c2cc(OC)c(OC)cc2OC)C(C#N)=C(N)O1 (centres undefined)
-5,10,-14,-13,5,-2,-0.1,3,-2.2,CCOC(=O)c1cc(CC)sc1NC(=O)C1CC(=O)NN1Cc1ccccc1 (centres undefined)
-4,17,-24[20 µM],5,5,0,0.6,2,1.1,CN(CC(=O)OCC(=O)NC(=O)c1cccn1C)S(=O)(=O)c1ccc(Cl)cc1
-1,10,-18[20 µM],-1,4,-3,0.5,3,-0.49,Cc1ccccc1CSCC(Nc1ccc(C(=O)O)cc1[N+](=O)[O-])C(=O)O (centres undefined)
13,19,4,2,12,1,-0.8,-1,0.062,CCOC(=O)COc1cccc2c(=O)n(CC(=O)N3CCCCC3)ccc12
-10,19,-2[20 µM],4,9,-1,0.1,-2,0.15,CCc1ccc2[nH]c3nc(SCc4nnc(-c5ccc(C)cc5)o4)nnc3c2c1
-3,-3,-9,7,-6,-1,-0.4,-7,0.63,CCOC(=O)N1CCN(C(=O)c2cc3cc(Br)ccc3oc2=O)CC1
-4,3,-26,-2,-2,0,2.2,2,0.65,COc1ccc(/C=C(\C#N)C(=O)OCC(=O)NCc2ccccc2Cl)cc1

# (next part)
KLK5 inh,FXIIa inh 1536,Furin inh,Thrombin inh,FXIa inh 1536,Wee1 degr inh,PERK inh,p97 ATPase inh,Cl transport mod,compound
-12,11,-27,-4,10,0,0.3,3,1.1,Nc1oc2ccc(F)cc2c(=O)c1C=O
-4,11,-5,2,3,1,-0.6,-3,0.0026,CCNC(=S)N(CCc1c(C)[nH]c2ccc(C)cc12)Cc1ccco1
-4,-1,-7,-10,-6,2,-0.7,-6,·,CCN(CC)S(=O)(=O)c1cccc(-c2nnc(SCCOc3ccccc3)o2)c1
-22,-3,-15,2,0,-2,2.5,1,-0.96,COCCNC(=O)CSc1nnc(-c2ccc(C)cc2)c(-c2ccc(C)cc2)n1
0,0,-6[20 µM],0,8,-3,0.8,0,·,CC(C)(C)C(=O)NC(=S)NCCc1ccccc1
-5,16,-29,3,10,2,0.6,1,1.7,CCOc1ccc(NC(=O)C[n+]2ccc(N(C)C)cc2)cc1
-7,12,-21[20 µM],1,-1,0,0.1,-3,0.81,COCCN(C(=O)CNC(=O)c1ccco1)C(C(=O)NC1CCCC1)c1cccs1 (centres undefined)
·,8,-16,-1,0,-1,1.7,4,-1.4,Cc1ccc(C2CCN(C(=S)Nc3cccc(C)c3)C2)cc1 (centres undefined)
3,-3,-15,-12,-5,-1,-0.3,-10,-0.73,C=CCn1c(SCC(=O)NC2CCS(=O)(=O)C2)nnc1-c1cc2c(s1)CCC(CC)C2 (centres undefined)
-7,16,-6,-6,6,6,0.2,-1,-0.8,CCOC(=O)c1c(C)[nH]c(C)c1C(=O)COC(=O)c1cc2ccccc2cc1O
0,9,-13[20 µM],0,0,2,0.8,2,0.18,CC1S/C(=N/N=C/c2ccco2)NC1=O (centres undefined)
1,5,-8,-11,-2,1,-0.5,5,1.9,COc1ccc(/C=N/NC(=O)CCn2nc(C)cc2C)cc1O
·,10,-23,-1,4,5,0.1,-1,0.15,Cc1cc(C)n(CCN(C)Cc2cn[nH]c2-c2ccc(F)cc2F)n1
-5,-1,-9,-15,2,-3,-1.3,0,-1.6,CC(C)(C)OC(=O)NCCc1nnc(SCc2ccccc2)o1
-1,9,-7,-1,0,5,1.0,-2,·,CCCCCCCSc1nnc(N)s1
1,-3,-2,-4,-6,2,2.2,11,·,CCC(c1c(C)[nH]oc1=O)c1c(C)[nH]oc1=O
-11,3,6,1,-2,3,-1.0,-4,-0.98,COc1cc([N+](=O)[O-])cc(/C=N/NC(=O)c2cc(-c3ccccc3)nc3ccccc23)c1O
4,15,-22,1,2,2,0.9,4,0.0096,COc1ccc(C2(C#N)CCC(=O)N2c2ccccc2)cc1 (centres undefined)
·,13,-7,2,19,-2,1.2,1,-0.67,Cc1ccccc1C(=O)Nc1cccc(C(=O)N/N=C/c2cc(Cl)cc([N+](=O)[O-])c2O)c1
2,-2,0,-7,-6,3,-0.4,-1,·,C=CCNC(=O)C1CCN(S(=O)(=O)c2ccc(Br)cc2)CC1
0,7,-26,-8,-1,-2,0.9,4,-0.81,CC1CN(C(=S)SCCN2C(=O)CCC2=O)CC(C)O1 (centres undefined)
3,2,-40,-13,-3,0,1.5,6,1.5,CCOc1ccc(C(=O)Nc2cccc3nsnc23)cc1[N+](=O)[O-]
-3,2,-5[20 µM],-5,-1,1,0.0,1,0.56,O=c1[nH]nc(CNc2ccc(O)cc2)c2ccccc12
-8,4,-2,-4,-6,-1,-1.1,-12,-0.42,CCOC(=O)C1(CC2CC2)CCN(C(=O)c2cc(C)nc3ccc(CC)cc23)CC1
-23,-4,-8,-6,22,-2,0.7,4,-0.0037,C/[N+]([O-])=C1\Cc2ccccc2C1=O
31,7,-3,0,-3,-1,0.3,9,-2,Fc1ccc(CSc2nnc(-c3ccco3)o2)cc1
·,1,-25,-4,-3,-1,0.1,-1,1.1,CN(CCc1ccccn1)C(=O)CCC1CCCN(Cc2ccccc2OC(F)F)C1 (centres undefined)
-5,4,-7[20 µM],-6,-9,-1,1.2,-1,-0.13,Cc1c(C(N)=O)sc2ncn(CC(=O)OC(C)C)c(=O)c12
0,2,-16,-7,-4,-1,0.4,5,·,Cc1cc(C)nc(SCCCn2c(=O)[nH]c3ccccc32)n1
5,5,-22,-1,1,2,1.1,4,-1.6,CCOC(=O)c1c(CCl)nc2ccccc2c1-c1ccccc1

# An excerpt from above, showing only FXIa inh 1536 and Furin inh:
SMILES | FXIa inh 1536 | Furin inh
CC1=CC(=Nc2c(C)n(C)n(-c3ccccc3)c2=O)C=C(C)C1=O | 18 | -16
Cc1ccc(NC(=O)CC2NCCNC2=O)cc1Cl (centres undefined) | 1 | -16

# (list continues)
KLK5 inh,FXIIa inh 1536,Furin inh,Thrombin inh,FXIa inh 1536,Wee1 degr inh,PERK inh,p97 ATPase inh,Cl transport mod,compound
-11,4,-20,2,10,1,0.6,3,-0.96,Clc1ccc(Nc2ncn[nH]2)c(Cl)c1
0,4,4,2,7,4,-1.4,-4,0.14,Cc1ccc2nc(=O)c(NNc3ccccc3)cnc2c1
0,5,-8[20 µM],3,-13,0,1.3,8,0.52,Cc1cnc(C(=O)Nc2ccccc2-n2cccc2)cn1
3,7,-17[20 µM],2,2,-3,0.4,-5,·,Cc1cccc(N2C(=O)CC(N3CCC(c4nc5ccccc5[nH]4)CC3)C2=O)c1 (centres undefined)
-7,-7,-21,-7,1,-1,-0.5,-5,0.68,COc1ccc(CCNc2cc(C)nc3c(-c4ccc(Cl)cc4)cnn23)cc1OC
30,17,-4,24,15,-4,-0.3,-2,-4,COc1ccccc1/C=N/NC(=O)c1[nH]c(C)c(C(=O)N/N=C/c2ccccc2OC)c1C
-7,13,3,-4,5,4,0.1,4,0.84,Cc1cc(=S)cc(C)n1CCO
-4,8,-13,-4,3,1,0.8,6,-0.5,O=C(CSC(=S)N1CCCCC1)Nc1ncc2c(n1)CC(c1ccco1)CC2=O (centres undefined)
-1,13,-11,0,4,-3,1.3,5,0.6,CC(=O)c1ccc(NC(=O)CSc2nccn2C)cc1
-4,5,-8,-2,-6,-3,-0.3,8,·,O=C(Nc1cccc(F)c1)NC1CC2CCCC(C1)N2C1CC1 (centres undefined)
-4,24,-3,3,7,-1,0.5,0,·,CCOC(=O)c1c(NC(=S)NC(=O)c2ccco2)sc2c1CCCC2
2,15,-1,-1,8,-1,-0.1,-2,-0.19,CN1CCN(C(=O)C2=C[C@@H](c3csc4ccccc34)C[C@@H](OCc3ccc(CO)cc3)O2)CC1

# Structures above that contain a cyano group:
KLK5 inh,FXIIa inh 1536,Furin inh,Thrombin inh,FXIa inh 1536,Wee1 degr inh,PERK inh,p97 ATPase inh,Cl transport mod,compound
-3,8,-8,-3,1,2,0.9,-4,-0.063,CCCc1[nH]nc2c1C(c1ccc(Br)s1)C(C#N)=C(N)O2 (centres undefined)
-17,4,-17,3,2,3,0.4,4,-1.7,CCCC1C(C#N)=C(N)Oc2n[nH]c(C(C)(C)C)c21 (centres undefined)
7,13,-27[20 µM],1,1,1,-0.2,3,·,COC(=O)CC1=C(C(=O)OC)C(c2cc(OC)c(OC)cc2OC)C(C#N)=C(N)O1 (centres undefined)
-4,3,-26,-2,-2,0,2.2,2,0.65,COc1ccc(/C=C(\C#N)C(=O)OCC(=O)NCc2ccccc2Cl)cc1
4,15,-22,1,2,2,0.9,4,0.0096,COc1ccc(C2(C#N)CCC(=O)N2c2ccccc2)cc1 (centres undefined)

# This is a random part of the collection; any-hit rate near 4.4%.
